Source: PubChem BioAssay (several laboratories)
Keap1 Nrf2 FP – inhibitors of human Keap1-Nrf2 protein-protein interaction; AID 504523; inhibition, % at 9.4 µM; Keap1 Kelch-Nrf2 peptide fluorescence polarization, 1536-well; Q14145; 340,000 tested, 0.15% active; in the data active = inhibition above about 12%;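 also: human Keap1 Kelch domain with fluorescein labeled Nrf2 9mer peptide probe; 0% = neutral control wells and 100% = peptide positive control; higher means more block of Keap1 binding to Nrf2 peptide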
Target sequence (Q14145 whole entry, looked up, the tested form may be a part): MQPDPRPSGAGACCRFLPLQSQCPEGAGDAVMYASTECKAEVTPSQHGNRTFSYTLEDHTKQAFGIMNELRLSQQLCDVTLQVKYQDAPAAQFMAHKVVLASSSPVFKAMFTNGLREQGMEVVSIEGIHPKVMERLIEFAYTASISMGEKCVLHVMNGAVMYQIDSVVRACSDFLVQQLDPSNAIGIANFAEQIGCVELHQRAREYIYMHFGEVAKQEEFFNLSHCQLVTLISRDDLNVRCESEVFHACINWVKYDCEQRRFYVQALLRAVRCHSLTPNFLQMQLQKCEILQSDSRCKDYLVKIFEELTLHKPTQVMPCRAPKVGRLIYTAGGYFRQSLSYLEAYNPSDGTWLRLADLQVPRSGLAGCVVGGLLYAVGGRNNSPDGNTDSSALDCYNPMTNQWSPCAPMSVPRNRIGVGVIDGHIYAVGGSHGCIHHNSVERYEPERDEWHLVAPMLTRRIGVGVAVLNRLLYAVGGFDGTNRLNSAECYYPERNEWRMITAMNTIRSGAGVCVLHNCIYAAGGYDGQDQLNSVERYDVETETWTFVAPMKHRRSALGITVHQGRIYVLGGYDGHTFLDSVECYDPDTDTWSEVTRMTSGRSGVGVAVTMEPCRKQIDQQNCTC
C-LANA FP – inhibitors of KSHV LANA C-terminal domain DNA binding | AID 504423 | MBP-C-LANA/FAM-LBS DNA binding, fluorescence polarization | 340,000 tested, 0.078% active | inhibition, % at 9 µM;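 active = highest replicate inhibition at or above 60% at 9 µM, even if other replicates fall short; inactive = all replicates below 60% inhibition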;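 also: 0% = neutral control wells and 100% = 4 µM acridine orange control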
CAL PDZ FP-1 – blocks peptide binding to human CAL PDZ domain | Q9HD26 | purified CAL PDZ, TMR-peptide fluorescence polarization, 1 h | inhibition, % at 20 µM | 330,000 tested, 0.02% active | AID 504414;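 active = highest replicate inhibition of at least 40%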;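 also: plate controls were DMSO neutral control wells for no effect and unlabeled competitor peptide control wells for full effect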
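Test system: purified CerCALP PDZ construct; Compound dosing: one concentration, 20 µM compound; Also added: TMR-labelled reporter peptide T*-PRC34 bound in PDZ groove; Read-out: inhibition from polarization loss; Controls: unlabelled peptide and DMSO controls; Signal: FP readout, S and P plane fluorescence; Incubation: 1 h at RT.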
Cardiac RTF inh – cardiac RTF calcium desensitization; inhibition, % at 7.15 µM; 340,000 tested, 0.12% active; AID 493244; P19429+P45379; IANBD-labeled cardiac RTF, Ca2+ fluorescence;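 active = inhibition above the mean inhibition of all tested compounds plus 3 SD, cut at about 17% in these data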;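 also: assay run at fixed EC70 calcium of 1.6 mM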
NSD2 inh – blocks human histone methyltransferase NSD2. O96028. NSD2 peptide methylation, AlphaScreen, 120 min. inhibition, % at 12.5 µM. 310,000 tested, 0.54% active; in the data active = inhibition above about 50%
Arrestin-AP2 inh – human beta-arrestin and AP2 interaction inhibition; 340,000 tested, 0.31% active; FITC-arrestin peptide / GST-AP2 beads, flow cytometry; AP2 beta2 appendage carries R879A mutation; AID 504490; inhibition, % at 10 µM;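 active = inhibition above a set limit, near 3 SD of compounds lacking own fluorescence, cut at about 54% in these data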;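 also: plate controls were DMSO wells for no effect and 5 µM unlabelled arrestin peptide for full effect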
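System: GST-AP2 R879A glutathione beads. Medium: PBS with 0.05% Tween 20 and 0.1% BSA. Also added: FITC-arrestin peptide, 50 nM. Incubation: 12 min plus 1 h, RT. Measured by: high-throughput flow cytometry of beads, ex 488, em 535 nm. Evaluation: percent drop in bead-associated FITC signal.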
DAGLB inhibitor – blocks human DAGLB lipase activity. Q8NCG7. inhibition, % at 5.17 µM. 340,000 tested, 0.059% active. HEK293T DAGLB membrane lysate, EnzChek fluorogenic substrate; in the data active = inhibition above about 34%;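 also: 0% = enzyme with vehicle and 100% = wells lacking enzyme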
V-ATPase pHluor – alters yeast V-ATPase proton transport | response, % at 10 µM | S. cerevisiae, pHLuorin cytosolic pH fluorescence | AID 504577 | 350,000 tested, 0.37% active; in the data active = response mostly above about 7.3%, no sharp cut-off; inactive = mostly below about 5.4%; also: actives read high; inactives centre near 0; some compounds called inactive have numbers as strong as hits
Pemphigus Ab inh – inhibitors of pemphigus antibody binding to human desmoglein-3. binding (percent of control), % at 10 µM. P32926. DSG3-coupled beads, scFv-anti-DSG3-GFP binding, flow cytometry; active compounds read low. 310,000 tested, 0.48% active;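 active = binding more than 3 SD below its plate's average and above zero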;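 also: hits lower antibody fragment binding to DSG3; some compounds called inactive have numbers as strong as hits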
CAL PDZ FP-2 – CAL PDZ (human) peptide binding inhibition | Q9HD26 | inhibition, % at 24.9 µM | purified CAL PDZ, TMR-peptide fluorescence polarization, 1 h | AID 602252 | 300,000 tested, 0.92% active;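 active = mean inhibition of at least 30% with at least half of replicates also reaching 30%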;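 also: 0% = DMSO neutral control and 100% = excess unlabeled competitor peptide PRC23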
* = called active by the depositor; . = no result given.

Sample of the layout:
SMILES	Keap1 Nrf2 FP	C-LANA FP	CAL PDZ FP-1	Cardiac RTF inh	NSD2 inh	Arrestin-AP2 inh	DAGLB inhibitor	V-ATPase pHluor	Pemphigus Ab inh	CAL PDZ FP-2
CC12CCC(C(=O)NNC(=O)c3ccc(F)cc3)(OC1=O)C2(C)C (configuration not stated)	-1	2.4	-1.6	-2	-3	-10	-1	0	108	-1
C/C(CC(=O)NCc1ccco1)=N\NC(=O)Cc1ccccc1	-2	1.6	-2.7	4	0	5	-2	0	121	-1
FC(F)(F)c1cccc(NC(=S)Nc2ccc(Cl)cc2Cl)c1	-1	-1.4	-1.1	-4	-14	9	-1	-1	105	2
COc1cccc(OC)c1C(=O)NC(=S)NCc1ccccc1	-4	-0.6	-2.2	-1	.	-6	-2	-3	104	-4
Oc1ccc(N2Cc3ccccc3C2)cc1	-2	1.9	-0.6	-6	5	6	3	4	99	2
CC(C)CN(CC(C)C)c1nnc(N)s1	3	-2.3	-0.5	-7	.	20	4	1	106	-2
O=C1c2ccccc2C(=O)N1CCCc1nc(-c2ccccc2)no1	-7	1.6	0.7	-4	.	2	-9	2	116	.
CC(C)(C)c1cc(C(=S)N2CCCC2)cc(C(C)(C)C)c1O	1	1.5	-1.0	-3	10	34	-5	1	99	1
COc1ccc2nc(C)cc(N3CCN(c4ccccc4)CC3)c2c1	4	-0.1	-1.1	1	-2	19	-2	-2	102	3
C#CCOC(=O)C[N+](C)(C)C/C=C/c1ccccc1	-5	0.8	.	7	1	7	-2	1	98	-3
Cc1cc(Nc2ccccc2)c2c([N+](=O)[O-])cc(C)c(C)c2n1	-1	2.8	1.2	-1	0	19	9	.	108	-3
COc1ccc(OC)c(NC(=O)N[C@@H](Cc2ccccc2)C(=O)O)c1	5	-0.8	0.0	-8	-2	-2	-1	1	101	.
Cc1ccc2c(c1)N(C(=O)CCC(=O)NCCCN1CCN(C)CC1)CC(C)O2 (configuration not stated)	3	0.3	0.2	-9	.	17	0	-4	103	.

Results, repeating the preview:
SMILES	Keap1 Nrf2 FP	C-LANA FP	CAL PDZ FP-1	Cardiac RTF inh	NSD2 inh	Arrestin-AP2 inh	DAGLB inhibitor	V-ATPase pHluor	Pemphigus Ab inh	CAL PDZ FP-2
CC12CCC(C(=O)NNC(=O)c3ccc(F)cc3)(OC1=O)C2(C)C (configuration not stated)	-1	2.4	-1.6	-2	-3	-10	-1	0	108	-1
C/C(CC(=O)NCc1ccco1)=N\NC(=O)Cc1ccccc1	-2	1.6	-2.7	4	0	5	-2	0	121	-1
FC(F)(F)c1cccc(NC(=S)Nc2ccc(Cl)cc2Cl)c1	-1	-1.4	-1.1	-4	-14	9	-1	-1	105	2
COc1cccc(OC)c1C(=O)NC(=S)NCc1ccccc1	-4	-0.6	-2.2	-1	.	-6	-2	-3	104	-4
Oc1ccc(N2Cc3ccccc3C2)cc1	-2	1.9	-0.6	-6	5	6	3	4	99	2
CC(C)CN(CC(C)C)c1nnc(N)s1	3	-2.3	-0.5	-7	.	20	4	1	106	-2
O=C1c2ccccc2C(=O)N1CCCc1nc(-c2ccccc2)no1	-7	1.6	0.7	-4	.	2	-9	2	116	.
CC(C)(C)c1cc(C(=S)N2CCCC2)cc(C(C)(C)C)c1O	1	1.5	-1.0	-3	10	34	-5	1	99	1
COc1ccc2nc(C)cc(N3CCN(c4ccccc4)CC3)c2c1	4	-0.1	-1.1	1	-2	19	-2	-2	102	3
C#CCOC(=O)C[N+](C)(C)C/C=C/c1ccccc1	-5	0.8	.	7	1	7	-2	1	98	-3
Cc1cc(Nc2ccccc2)c2c([N+](=O)[O-])cc(C)c(C)c2n1	-1	2.8	1.2	-1	0	19	9	.	108	-3
COc1ccc(OC)c(NC(=O)N[C@@H](Cc2ccccc2)C(=O)O)c1	5	-0.8	0.0	-8	-2	-2	-1	1	101	.
Cc1ccc2c(c1)N(C(=O)CCC(=O)NCCCN1CCN(C)CC1)CC(C)O2 (configuration not stated)	3	0.3	0.2	-9	.	17	0	-4	103	.
CCOc1cc(NC(=S)NCC2CCCO2)c(OCC)cc1NC(=O)c1ccccc1C (configuration not stated)	-3	1.4	-5.6	-2	5	6	1	11	109	-8
CC12CCC(C(=O)N3CCc4ccccc43)(CC1=O)C2(C)C (configuration not stated)	1	-0.1	-0.6	-6	-2	-3	0	4	108	-5
c1ccc(-c2cnnc(N3CCCCC3)n2)cc1	-6	0.9	-1.1	4	1	4	-4	2	100	-4
CCOc1ccc(NC(=S)N2CCCN(Cc3cccc(Cl)c3)C2)cc1	-7	0.0	-3.0	1	10	-10	1	1	99	-4
Cc1ccc(NC(=O)COC(=O)c2ccc(-n3cnnn3)cc2)c(Br)c1	1	1.6	-0.5	0	0	-14	-1	-2	.	.
Cc1ccc(CCCOC(=O)C[N+]2(C)CCCC2)cc1	-2	0.0	-1.5	0	0	2	0	-2	120	-3
CCOC(=O)c1nc(S(C)(=O)=O)ncc1Cl	2	2.1	-0.4	0	3	-1	0	1	98	-2
O=C1C(=O)N(c2nccs2)C(c2ccccc2F)/C1=C(\O)c1ccc2c(c1)OCCO2 (configuration not stated)	-4	2.0	-3.0	-6	4	-10	4	-5	106	-4
C=CCc1ccccc1OCC(O)CN(C(C)C)C(C)C (configuration not stated)	-2	-0.2	-0.1	-8	.	-2	-2	5	.	-7
Cn1cc(C(=O)C(=O)NC2CCCCC2)c2ccccc21	1	-0.6	-0.7	-3	-1	-5	0	-2	100	.
Cc1sc2ncn(CC(=O)NCCCC(=O)N3CCCCC3)c(=O)c2c1C	1	0.8	-1.7	-11	-3	35	-2	3	89	2
FC(F)(F)c1ccccc1NC(=S)N1CCCC1	4	0.1	-0.7	-4	-1	-4	2	-2	.	50*

Compound profiles, from the list above. Order of values: Keap1 Nrf2 FP	C-LANA FP	CAL PDZ FP-1	Cardiac RTF inh	NSD2 inh	Arrestin-AP2 inh	DAGLB inhibitor	V-ATPase pHluor	Pemphigus Ab inh	CAL PDZ FP-2
COc1cccc(OC)c1C(=O)NC(=S)NCc1ccccc1 across the screens: -4	-0.6	-2.2	-1	.	-6	-2	-3	104	-4
Cc1cc(Nc2ccccc2)c2c([N+](=O)[O-])cc(C)c(C)c2n1 across the screens: -1	2.8	1.2	-1	0	19	9	.	108	-3

More records.
SMILES	Keap1 Nrf2 FP	C-LANA FP	CAL PDZ FP-1	Cardiac RTF inh	NSD2 inh	Arrestin-AP2 inh	DAGLB inhibitor	V-ATPase pHluor	Pemphigus Ab inh	CAL PDZ FP-2
COc1ccc(N2CCN(Cc3cc(OC)c(O)c([N+](=O)[O-])c3)CC2)cc1	-1	-0.8	-0.4	-5	1	-31	3	-2	98	0
C[C@@H]1CC=C[C@@H]2[C@H]1C(=O)N(Cc1ccccc1)[C@H]2c1cccc(Br)c1	2	-2.2	-3.3	-3	.	22	-10	1	102	-8
C=CCn1cc(/C=N/N2C(=O)C3C4C=CC(C4)C3C2=O)c2ccccc21 (configuration not stated)	-5	-1.4	-2.2	-13	0	-1	-3	0	82	-2
CC(NC(=O)COc1ccc(S(=O)(=O)N2CCCC2)cc1)c1ccccc1 (configuration not stated)	2	0.7	0.6	-10	3	22	0	2	86	-4
CN(C)S(=O)(=O)c1ccc(C(=O)NCc2cccs2)cc1	-2	-0.2	-1.0	-3	2	-6	1	-2	100	.
CN1/C(=C/c2cccc[n+]2CCO)Sc2ccccc21	-3	-2.8	0.4	-3	10	-21	-2	-3	89	-1
CN1C[C@@H]2[C@@H]3C(=O)N(C)C(=O)[C@@H]3[C@](C)(C1=O)N2C(=O)c1ccc(C(C)(C)C)cc1	3	1.4	0.1	-12	.	6	1	3	98	2
CCOc1ccc2ccccc2c1C1NC(=O)N(C)C(C)=C1C(=O)OCCOC (configuration not stated)	-4	2.6	-2.4	0	2	13	0	-5	103	0
CCOc1ccc(C(=O)N2CCN(c3ccccc3)CC2)cc1	2	0.4	-0.6	.	-3	-7	.	-1	102	5
O=C(CNc1cc(S(=O)(=O)N2CCOCC2)ccc1N1CCCC1)N1CCc2ccccc21	0	-0.3	0.1	-5	-10	-13	0	-2	96	-1
CN(C)S(=O)(=O)c1cccc(NC(=O)COC(=O)/C=C/c2ccc([N+](=O)[O-])cc2)c1	-2	-0.3	-0.9	7	3	-27	1	-2	97	-3
COC(=O)c1c(NC(=O)COC(=O)C2CCC2)sc(C)c1C	1	1.1	-3.5	-5	7	-9	-15	0	102	-5
CC(C)CN(CC(C)C)C(=O)CC(=O)NC(=O)c1ccc(Cl)cc1	2	-0.9	0.0	-3	-4	5	-8	6	105	-4
CC(=O)c1ccc(N2CCN(c3ccccc3O)CC2)c([N+](=O)[O-])c1	1	0.3	-3.2	-4	7	36	1	2	86	4
CC(C)CN(CCNC(=O)CN1C(=O)COc2ccc(S(=O)(=O)N3CCC(C)CC3)cc21)CC(C)C	-11	1.7	-1.1	-6	3	10	-1	5	.	-2
O=C(O)c1ccc(CSCc2c(F)cccc2Cl)o1	-4	-0.3	0.0	-5	-1	4	-2	-2	109	.
CCN(CC(=O)Nc1c(F)cccc1F)C(=O)c1ccc(Sc2nncn2C)c([N+](=O)[O-])c1	-2	0.2	-1.9	-10	-3	8	2	2	98	3
Oc1c(C(c2ccco2)N2CCC3(CC2)OCCO3)sc2ncnn12 (configuration not stated)	-1	-0.6	-0.5	-9	.	4	3	-2	98	-3
COC(=O)CCC(=O)OC1(C)C(=O)C=C2C=C(C3CC3)N(Cc3ccccc3)C=C2C1=O (configuration not stated)	0	2.5	0.8	-12	.	3	0	6	98	2
CCOC(=O)C1(CCOC)CCN(Cc2ccncc2)CC1	1	0.7	1.4	-6	-4	-6	-1	1	102	-3
COc1ccccc1N1C(=O)CC(N(O)c2ccccc2)C1=O (configuration not stated)	-3	1.8	-1.0	-8	-1	-1	1	9	112	-1
O=C(Nc1ccc(Cl)cc1C(=O)N1CCCCC1)c1ccco1	0	0.8	-2.0	-1	-9	1	1	4	113	-2
COc1ccc(NC(=O)CC2C(=O)N(c3ccc(OC)cc3)C(=O)N2CCc2cccs2)cc1 (configuration not stated)	-4	0.6	-2.8	-12	-3	5	-2	3	118	-1
CC1CCN(CCc2nc3cc(NS(=O)(=O)c4ccccc4)ccc3n2C)CC1	-2	-1.5	0.0	-20	-1	1	0	1	107	-21
CN(C)C(=O)c1ccc(NC(=O)COC(=O)C2(c3ccccc3)CCCC2)cc1	3	1.4	-0.5	-3	0	4	-13	2	.	1
CCCCNc1nc2c(c(=O)n(Cc3ccccc3)c(=O)n2C)n1C	-1	-1.3	-0.2	-7	.	28	0	-2	103	-4
O=C(CNc1cc(S(=O)(=O)N2CCCC2)ccc1OCC(F)(F)F)Nc1cccc(C(F)(F)F)c1	7	-0.7	0.6	-2	-2	-2	-5	-3	108	-4
CN(CC(=O)Nc1ccccc1Cl)C(=O)c1cc(C2CC2)nn1-c1ccccc1	-7	-2.2	-1.8	-7	0	-10	-3	4	.	-5
OCC#CCSc1nnc(-c2ccncc2)o1	1	-0.7	1.0	-4	39	5	-1	7	98	2

The list is partial, so the mix of outcomes need not match the whole.
